Source: PubChem BioAssay
Yeast superoxide – yeast age-related superoxide inhibition as caloric restriction mimetic; S. cerevisiae aged cells, superoxide DHE fluorescence; active compounds read low; superoxide response (% of plate mean), % at 10 µM; actives 0.18% (n = 330,000); AID 2690;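 active = superoxide response under a set limit, about three screen SD below normal, cut at about 65% in these data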;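 note: yeast aged for seven days with compound at 30 °C before DHE staining; 100% = average MFI of all compound-treated wells on the plate with controls excluded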
LAP4-GFP MLPCN – alters LAP4-GFP fluorescence in TOR pathway yeast screen. S. cerevisiae LAP4-GFP multiplex, flow cytometry GFP, 3 h; median GFP as percent of DMSO wells. GFP response vs DMSO, % at 10 µM. actives 0.34% (n = 320,000);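 active = GFP response vs DMSO above a set limit, about the screen mean plus 3 SD, cut at about 150% in these data; inconclusive = under 70 cell events counted for the yeast strain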
MEP2-GFP yeast – yeast TOR pathway MEP2-GFP modulation. S. cerevisiae MEP2-GFP strain, flow cytometry GFP, 3 h; 100% = DMSO control level. GFP response vs DMSO, % at 10 µM. actives 0.51% (n = 330,000). AID 2016;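 active = GFP response versus DMSO above a set limit, roughly screen mean plus 3 SD, cut at about 180% in these data; inconclusive = fewer than 70 cells counted for a yeast strain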;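 note: median GFP fluorescence of the barcode-gated MEP2-GFP cells per well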
AHR activator – activators of human aryl hydrocarbon receptor; P35869; AHR-responsive luciferase reporter cells, luminescence; activation, % at 5 µM; actives 2.5% (n = 320,000); in the data active = activation above about 47%;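 note: 0% = vehicle wells and 100% = reference agonist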
Efflux pump inh – inhibitors of Candida antifungal efflux pumps expressed in yeast | S. cerevisiae Candida pump triplex, Nile Red efflux | inhibition, % at 10 µM | actives 0.44% (n = 330,000) | AID 485275;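 active = plate passing quality check with inhibition over a set limit, or well fluorescence over plate mean plus 4 SD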;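 note: Nile Red retained in pooled yeast measured as flow cytometry median fluorescence; 0% = buffer negative control and 100% = Enniatin B positive control; higher means more Nile Red kept so more efflux inhibition; some compounds called inactive have numbers as strong as hits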
CIT2 TOR yeast – yeast TOR pathway CIT2-GFP modulation; S. cerevisiae CIT2-GFP strain, flow cytometry, 3 h; 100 means same as DMSO wells; GFP response vs DMSO, % at 10 µM; actives 0.065% (n = 320,000); AID 2029;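 active = GFP response relative to DMSO above a set limit, near the screen mean plus 3 SD, cut at about 150% in these data; inconclusive = Fewer than 70 cells measured for a yeast strain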;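 note: ratio of well median GFP fluorescence to mean of DMSO wells on the plate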
AGP1 TOR yeast – modulators of TOR pathway AGP1-GFP in S. cerevisiae | S. cerevisiae AGP1-GFP multiplex flow cytometry, 3 h; GFP as percent of DMSO wells | GFP response vs DMSO, % at 10 µM | actives 0.02% (n = 320,000) | AID 2066;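 active = GFP response relative to DMSO above a set limit, near screen average plus 3 SD, cut at about 150% in these data; inconclusive = fewer than 70 cells counted for the yeast strain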;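 note: median GFP channel fluorescence of the gated AGP1 strain per well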
RPL19A TOR yeast – alters RPL19A-GFP fluorescence in TOR pathway yeast screen. actives 0.3% (n = 330,000). AID 2025. S. cerevisiae RPL19A-GFP strain, flow cytometry, 3 h; active compounds read low. percent response vs DMSO, % at 10 µM;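 active = percent response vs DMSO below 50%; inconclusive = fewer than 70 events counted for the yeast strain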;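 note: median channel GFP fluorescence of the barcoded RPL19A-GFP strain; ratio of sample median GFP to plate DMSO average so 100% = DMSO; lower means less RPL19A-GFP as with rapamycin TOR inhibition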
Numbers without * were called inactive; u = inconclusive; x = not tested or not shown; [ ] = remark or other dose.

SMILES	Yeast superoxide	LAP4-GFP MLPCN	MEP2-GFP yeast	AHR activator	Efflux pump inh	CIT2 TOR yeast	AGP1 TOR yeast	RPL19A TOR yeast
COc1ccc(NC(=O)C2CC(=O)N(Cc3ccco3)C2)cc1Cl (stereo not drawn)	94	94	99	3	0.0	92	96	94
O=C(N/N=C\c1cn[nH]c1-c1ccccc1)c1ccc([N+](=O)[O-])cc1	99	89	93	17	0.2	95	90	101
COc1ccc(S(=O)(=O)NCc2ccc(F)cc2)cc1OC	78	91	93	2	-0.1	91	98	97
Cc1c(CC(=O)NCC(=O)N[C@H](Cc2ccccc2)C(=O)O)c(=O)oc2cc(O)ccc12	106	98	86	-1	0.0	89	99	94
O=C(Nc1ccc(COc2ccccc2)cc1)Nc1cccc(C(=O)O)c1	95	68[may fluoresce violet]	800*[may fluoresce violet]	1	0.1	u	u	30*[may fluoresce violet]
Cc1ccc(CC(=O)Nc2ccncc2)cc1	90	97	103	4	0.1	96	96	105
CCCc1cc(=O)oc2cc(C)cc(OCC(=O)O)c12	90	95	88	-1	0.1	82	92	92
CC(=NC1CCN(Cc2ccccc2)CC1)c1c(O)[nH]c(=O)[nH]c1=O	98	101	104	-2	0.0	96	102	98
CCN1CCN(c2ccc(S(=O)(=O)N3CCCCC3)cc2NC(=O)c2cccc(C)c2[N+](=O)[O-])CC1	87	109	100	-1	0.1	93	107	99
COc1cc(O)c(C(CC(=O)N2CCCCC2)c2cc(OC)c(OC)c(OC)c2)c(OC)c1 (stereo not drawn)	103	99	104	3	0.1	101	103	101
CC(=O)/C(C(=N)N1CCN(Cc2ccccc2)CC1)=C(\C)O	96	105	101	1	-0.1	117	110	101
Cc1nc2ccccc2c(=O)n1NC(=O)Cc1ccc([N+](=O)[O-])cc1	100	99	104	-1	0.1	102	100	100
CCC[N+](CC#Cc1ccccc1)(CCC)CC(=O)OCC	92	103	111	-1	0.1	101	113	111
COC(=O)Cc1c(C)c2ccc(OCC(=O)c3ccc(OC)c(OC)c3)cc2oc1=O	76	101	105	0	-0.2	113	106	101
CC(C)c1ccc(NC(=S)N2CCN(C)CC2)cc1	126	76	100	x	0.1	91	94	111
Cc1cc(C)nc(/N=C2\NC(=O)CC(C(=O)O)N2CCc2c[nH]c3ccccc23)n1 (stereo not drawn)	87	109	107	3	-0.1	99	99	97
O=C(Nc1ccccc1O)c1ccc(C(=O)c2ccccc2)o1	95	98	111	11	0.1	108	100	101
CC(C)(C)c1ccc(C(=O)N2CCC(C(=O)NCC3CCCO3)CC2)cc1 (stereo not drawn)	104	93	97	3	-0.1	99	101	99
Cc1nn(Cc2ccccc2)c2c1C(c1ccco1)C(C#N)=C(N)O2 (stereo not drawn)	106	101	99	3	-0.1	104	99	103
O=C(Nc1ccc(S(=O)(=O)Nc2ncccn2)cc1)C1=COCCO1	103	102	92	-1	0.2	94	103	96
COc1ccc(Cl)cc1N1C(=O)CC(N2CCN(S(=O)(=O)c3ccccc3F)CC2)C1=O (stereo not drawn)	98	91	91	-1	0.0	104	99	98
CSCC[C@H](NC(=O)NCCc1ccc(F)cc1)C(=O)O	96	101	100	-1	0.0	103	101	101
Cc1ccc(CN(CC(=O)NC(C)(C)C)C(=O)CNC(=O)c2cccs2)cc1	97	95	90	1	0.2	90	89	87
Cc1ccc2c(c1)N(C(=O)CCC(=O)NCc1cccc(Cl)c1)CC(C)O2 (stereo not drawn)	112	95	94	2	-0.3	93	90	90
COCCn1cc(C(=O)NCCN(C)C)c2c3ccccc3n(C)c2c1=O	88	89	105	5	0.1	94	97	105
CCOC(=O)CN1C(=O)c2ccccc2Sc2ncccc21	106	96	105	0	-0.1	100	95	101
O=C(c1ccc(N2CCOCC2)nc1)N1CCCCC1	101	95	96	0	0.0	100	94	96
COc1ccc(Cn2c(C)c(C)c(C#N)c2NC(=O)Nc2ccc(F)cc2)cc1	93	94	99	7	-0.2	103	99	97
CN(C(=O)CSc1nc(-c2ccccc2)c(-c2ccccc2)o1)C1CCS(=O)(=O)C1 (stereo not drawn)	111	90	107	-3	0.1	103	100	113
Cc1ccc(C(=O)N2CCCCC2)cc1S(=O)(=O)N1CCCC1	100	92	95	-2	-3.9	99	102	97
COC(=O)c1ccc(Nc2cc(C)nc3nc(C)nn23)cc1	107	106	121	-1	-0.1	106	107	96
COc1ccccc1C(=O)CSc1ccccn1	100	109	106	-2	0.0	107	101	100
CC(OC(=O)c1ccc(NC(=O)CC#N)cc1)C(=O)Nc1ccc2c(c1)OCCO2 (stereo not drawn)	97	102	93	0	-0.1	96	99	97
Cn1nnnc1SCC(=O)N1c2ccccc2Sc2ccc(Cl)cc21	115	103	97	10	0.0	89	91	87
COc1cccc2cc(C(=O)c3ccccc3)oc12	89	120	105	-1	-0.1	86	89	93
CN(C)C(=O)c1ccc(NC(=O)COc2cccc(Oc3ccccc3)c2)cc1	101	102	101	-2	0.0	104	102	102
COC(=O)[C@]1(C)N[C@H](c2ccc(-c3ccc(Cl)c(Cl)c3)c(OC)c2)[C@@H]2C(=O)N(C)C(=O)[C@@H]21	106	105	95	0	0.0	83	89	98
Cn1cccc1/C=C(/C#N)C(N)=S	98	95	89	-3	1.7	106	106	105
NC(=O)c1nsc(C(=O)N(c2ccccc2)C(C(=O)NCc2ccc(F)cc2)c2ccc(O)cc2)c1N (stereo not drawn)	101	106	93	2	0.1	102	97	93
O=C(CSc1nnc(NC(=O)c2c(F)cccc2F)s1)NC1CCCC1	93	95	103	0	-0.1	109	108	105
COc1ccc(/C(N)=N/OC(=O)CSc2ccccc2)cc1	101	101	101	-1	-0.1	90	95	100
O=c1[nH]cnc2c1c(-c1ccccc1)cn2-c1cccc(Cl)c1	145	76	113	12	0.1	114	91	106
CC(C)OCCCNC(=O)Cc1ccc(Br)cc1	89	113	113	1	-0.1	117	128	104
C#CCOCCOCCOCCNc1nc(N2CCN(C(=O)[C@H](C(C)C)n3cc(CCO)nn3)CC2)nc(N2CCN(C(=O)[C@H]([C@@H](C)CC)n3cc(CCCCN)nn3)CC2)n1	110	125	88	-3	0.2	88	87	95
CCN(CC(=O)NCc1ccc(Cl)cc1)Cc1cc(=O)n2ccsc2n1	105	89	103	2	-0.2	112	88	95
Cc1ccc(Cl)c(OC(=O)c2ccc(N3CCOCC3)c([N+](=O)[O-])c2)c1	101	107	117	2	0.1	101	98	102
CCCOC1CCCN(C(=O)c2ccc(OC3CCN(Cc4ccccn4)CC3)cc2)C1 (stereo not drawn)	97	89	99	4	0.1	98	93	101
Cc1ccc(C(=O)CSc2nc3ccccc3c(=O)[nH]2)cc1C	102	109	101	5	0.9	97	102	97
Cc1cc(C)n(/N=C/c2ccc(O)cc2)c(=O)c1C#N	91	102	96	1	0.0	99	101	107
CCOC(=O)c1cnn2cc(-c3[nH]ncc3[N+](=O)[O-])cnc12	112	96	105	0	-0.2	101	99	102
CCc1nn(CC(=O)NC(C)CCc2ccccc2)c(=O)c2cc3occc3n12 (stereo not drawn)	96	114	108	-1	-0.1	106	105	101
CC(C)NC(=O)CSc1nnc(-c2ccc(S(=O)(=O)N3CCCC3)cc2)n1CC1CCCO1 (stereo not drawn)	99	101	106	8	0.0	105	105	102
COC(=O)C1=C(CCc2ccccc2)NC(=O)NC1c1ccc(Br)cc1 (stereo not drawn)	106	136	94	-5	-0.1	114	88	104
Cn1c2ccccc2c(=O)c2c(=O)n(Cc3ccco3)c(-c3ccc(F)cc3)nc21	114	106	105	-2	0.0	102	105	99
Cc1ccccc1NC(=O)NCCCN1CCN(C)CC1	101	94	118	1	0.4	101	93	100
CCc1cc2c(=O)c(-c3cnn(-c4ccccc4)c3)coc2c(CN2CCOCC2)c1O	88	101	100	-3	0.0	102	100	98
CCOC(=O)Nc1cccc(OCC(=O)Nc2ccc(OC)cc2OC)c1	100	104	103	3	-0.1	94	98	101
Cc1cccc(C)c1NC(=O)c1sc(N)nc1-c1ccccc1	99	94	104	12	0.3	75	96	117
Cc1ccc(-n2[nH]c(C)c(/C=N/NC(=O)c3ccc([N+](=O)[O-])cc3)c2=O)c(C)c1	96	101	101	3	0.1	96	99	97
O=C(CSc1nnc(C2CC2)n1Cc1ccccc1)c1ccc(S(=O)(=O)N2CCOCC2)cc1	88	97	99	0	0.1	93	96	98

Reformatted: results already given
Cc1cc(C)n(/N=C/c2ccc(O)cc2)c(=O)c1C#N
  Yeast superoxide = 91
  LAP4-GFP MLPCN = 102
  MEP2-GFP yeast = 96
  AHR activator = 1
  Efflux pump inh = 0.0
  CIT2 TOR yeast = 99
  AGP1 TOR yeast = 101
  RPL19A TOR yeast = 107
CCOC(=O)c1cnn2cc(-c3[nH]ncc3[N+](=O)[O-])cnc12
  Yeast superoxide = 112
  LAP4-GFP MLPCN = 96
  MEP2-GFP yeast = 105
  AHR activator = 0
  Efflux pump inh = -0.2
  CIT2 TOR yeast = 101
  AGP1 TOR yeast = 99
  RPL19A TOR yeast = 102

Continuation:
SMILES	Yeast superoxide	LAP4-GFP MLPCN	MEP2-GFP yeast	AHR activator	Efflux pump inh	CIT2 TOR yeast	AGP1 TOR yeast	RPL19A TOR yeast
O=c1[nH]c2ccccc2[n+]([O-])c1-c1ccccc1	96	99	100	5	0.0	89	96	95
CCOc1ccc(-c2ccc3nnc(SCC(=O)NCC4CCCO4)n3n2)cc1 (stereo not drawn)	102	121	97	1	-0.1	93	106	98
COc1ccccc1OCCCCN1CCN(C(c2ccccc2)c2ccccc2)CC1	97	95	100	1	0.1	103	104	102
COc1cccc(-c2nnc3n2N=C(C(C)(C)C)CS3)c1	108	100	104	4	0.0	115	105	105
CCCCN(C(=O)CSCC(=O)Nc1cccc(C)c1)c1c(N)n(Cc2ccccc2)c(=O)[nH]c1=O	81	105	103	0	-0.1	104	107	97
COc1cc2c(cc1OC)CN(C(=O)c1ccc(N3CCCC3)c([N+](=O)[O-])c1)CC2	93	99	91	-6	-0.1	95	102	93
Cc1ccc2nc(SCC(=O)NCc3ccco3)[nH]c2c1	91	100	103	77*	0.0	100	103	98
CCN1CCN(C(c2cccs2)C(C)NC(=O)c2ccccc2F)CC1 (stereo not drawn)	107	101	105	1	0.1	97	95	98
CNS(=O)(=O)c1cc(Br)ccc1S(=O)c1ccccc1C(=O)O (stereo not drawn)	117	101	107	-1	0.4	98	100	105
COc1ccc(Cc2c(O)nc(SCC(=O)N3CCCCCC3)[nH]c2=O)cc1	97	103	110	0	-0.1	111	102	104
Cc1ccc(CCNC(=O)C2CCN(S(=O)(=O)c3ccc4c(c3)NC(=O)CO4)CC2)cc1	104	101	112	4	0.2	101	103	99
Cc1nn(CC(=O)N(C)Cc2ccccc2)c(=O)c2cccn12	86	112	105	4	0.2	103	106	103
COC(=O)/C(=C\Nc1ccc(Cl)cc1Cl)NC(=O)c1ccc(OC)cc1	92	118	88	29	0.1	76	87	90
C/C(=N\NC(=O)c1nnn(-c2nonc2N)c1-c1ccc2c(c1)OCO2)c1ccc(F)cc1	88	98	106	1	0.0	98	100	97
Cc1ccc[n+](CC(=O)N2CCCCC2)c1C	113	106	98	1	0.1	100	104	98
COc1ccc(N2CCN(S(=O)(=O)Cc3ccccc3)CC2)cc1	93	106	105	0	-0.2	109	105	104
Cc1ccc(C)c(C(=O)Cn2c(NCCO)nc3ccccc32)c1	101	90	99	16	0.1	95	94	99
O=C(Nc1c(F)cc(F)cc1Br)c1cc(-c2ccc(O)cc2)on1	99	122	103	0	0.2	81	101	98
CN1C(=O)c2ccc(NC(=S)NC(=O)C(C)(C)C)cc2C1=O	101	104	100	2	0.1	88	96	93
CCCNC(=S)Nc1ccc(S(N)(=O)=O)cc1	101	106	98	0	0.0	104	102	102
